Source: PubChem (several laboratories)
NCF1 inh: p47phox/p22phox peptide binding inhibitors, primary screen, biochemical, uHTS, NADPH oxidase regulatory subunit | inhibition, % at 24.7 µM | 220,000 compounds, 0.53% hits | AID 1274, 2008 | fluorescence polarization, 2 h;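 active means inhibition above about 30%, limit read from the data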;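 further: 0% = p47phox with labelled peptide and 100% = labelled peptide alone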
NPY Y1 blocker: NPY-Y1 receptor antagonists, primary screen, cell-based; HEK293-CNG Y1 cells, membrane potential fluorescence; NPY at EC95, then isoproterenol; inhibition, % at 3.6 µM; 200,000 compounds, 1% hits;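 active means inhibition above the campaign mean inhibition of all tested compounds plus 3 SD, cut at about 20% in these data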;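 further: 0% = DMSO wells given NPY plus isoproterenol and 100% = isoproterenol alone without NPY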
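Material: Y1- and CNG-channel-expressing HEK293 cells / Probe or stimulus: NPY 25 nM then isoproterenol 1 µM plus Ro 20-1724 25 µM / Doses: 3.6 µM single dose, DMSO 0.4% / Schedule: compound incubation 1 h at room temperature, readout 45 min post-stimulation / Signal: membrane potential fluorescence / Benchmarks: isoproterenol-only wells as full block versus NPY-plus-isoproterenol wells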
S1P4 agonist: S1P4 receptor agonists, primary screen, cell-based. AID 1509, 2009. S1P4-expressing cell line, agonist reporter assay. 220,000 compounds, 0.35% hits. activation, % at 4.98 µM. Sphingosine 1-phosphate receptor 4 (Homo sapiens), O95977; in the data active means activation above about 11%;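 further: 0% = DMSO vehicle and 100% = reference agonist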
Target sequence (O95977 whole entry, looked up): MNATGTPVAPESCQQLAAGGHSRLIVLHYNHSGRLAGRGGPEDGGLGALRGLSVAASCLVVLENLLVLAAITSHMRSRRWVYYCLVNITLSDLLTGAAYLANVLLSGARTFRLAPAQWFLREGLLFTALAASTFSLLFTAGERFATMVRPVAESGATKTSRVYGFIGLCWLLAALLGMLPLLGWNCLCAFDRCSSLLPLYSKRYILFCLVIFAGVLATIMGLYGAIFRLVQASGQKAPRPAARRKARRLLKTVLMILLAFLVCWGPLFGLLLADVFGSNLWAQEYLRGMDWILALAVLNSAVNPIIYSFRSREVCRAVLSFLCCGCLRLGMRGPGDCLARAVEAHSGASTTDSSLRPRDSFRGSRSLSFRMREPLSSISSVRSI
S1P4 antagonist: S1P4 receptor antagonists, primary screen, cell-based; Sphingosine 1-phosphate receptor 4 (Homo sapiens), O95977; S1P4-expressing cells, antagonist mode, reporter read-out; inhibition, % at 4.98 µM; 220,000 compounds, 0.26% hits; AID 1510, 2009; in the data active means inhibition above about 29%;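 further: 0% = wells stimulated with agonist and 100% = vehicle wells without agonist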
NPY1 pot ag: NPY-Y1 receptor potentiators or agonists, primary screen, cell-based; Neuropeptide Y receptor type 1 (Homo sapiens), P25929; NPY-Y1 expressing cells, potentiator/agonist activation; activation, % at 3.6 µM; 220,000 compounds, 0.37% hits; AID 1304, 2008; in the data active means activation above about 33%, passing the limit was not always enough;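 further: cells stimulated with NPY at EC10 then isoproterenol at EC100; 0% = low agonist plus stimulus and 100% = saturating agonist plus stimulus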
NPY-Y2 PAM-ag: NPY-Y2 potentiators or agonists, primary screen, cell-based. Neuropeptide Y receptor type 2 (Homo sapiens), P49146. cells expressing NPY-Y2, potentiator/agonist read-out. activation, % at 3.6 µM. 220,000 compounds, 0.45% hits. AID 1359, 2008; in the data active means activation above about 27%;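 further: cells stimulated with NPY near EC25 plus isoproterenol at EC100; 0% = vehicle plus submaximal agonist and 100% = vehicle plus saturating agonist; some results beyond the cut were filed as inactive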
Target sequence (P49146 whole entry, looked up): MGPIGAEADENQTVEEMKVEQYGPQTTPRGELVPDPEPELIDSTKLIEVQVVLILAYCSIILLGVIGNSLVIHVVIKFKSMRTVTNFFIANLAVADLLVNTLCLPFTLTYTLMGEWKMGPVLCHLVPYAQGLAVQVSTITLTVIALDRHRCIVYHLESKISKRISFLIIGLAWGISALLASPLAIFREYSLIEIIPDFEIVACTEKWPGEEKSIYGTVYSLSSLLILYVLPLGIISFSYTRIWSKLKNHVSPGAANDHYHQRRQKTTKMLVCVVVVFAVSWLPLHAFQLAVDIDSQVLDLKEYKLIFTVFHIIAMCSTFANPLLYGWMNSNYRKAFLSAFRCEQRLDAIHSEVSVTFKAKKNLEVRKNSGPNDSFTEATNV
Ba/F3 V617F tox: reduced viability of JAK2V617F-dependent Ba/F3 cells, primary screen, JAK2V617F inhibitor project, cell-based, Ba/F3 EpoR-JAK2V617F, luminescence | inhibition, % at 5.6 µM | 220,000 compounds, 1.1% hits | ATP luminescence;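 active means inhibition above the campaign mean plus 3 SD over all tested compounds, cut at about 24% in these data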;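 further: cytokine-independent growth of Ba/F3 cells driven by EpoR plus mutant JAK2; 0% = DMSO-treated cells and 100% = JAK inhibitor I control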
CHOP inhibitor: inhibitors of CHOP promoter induction, primary screen, cell-based, unfolded protein response, luciferase reporter; CHO-K1 CHOP-promoter luciferase, tunicamycin-induced, 15-18 h; inhibition, % at 10 µM; 220,000 compounds, 3.8% hits; AID 2732, 2010;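 active means compounds that reduced the stress-induced luciferase reporter signal by more than about 70% of percent inhibition, limit read from the data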;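 further: 0% = tunicamycin plus vehicle and 100% = wells without tunicamycin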
BaF3 parental: parental Ba/F3 cell viability inhibition, counter-screen for JAK2V617F inhibitor project, murine pro-B, CellTiter-Glo luminescence. CellTiter-Glo ATP luminescence. inhibition, % at 5.6 µM. 220,000 compounds, 1.1% hits;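 active means inhibition above a per-campaign cutoff, the mean inhibition of all tested compounds plus 3 SD, cut at about 27% in these data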;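 further: 0% = DMSO wells and 100% = JAK Inhibitor I control wells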
* marks the source's active call; other numbers are inactive results.

Screening COc1cc(OC)cc(C(=O)Nc2nnc(-c3cccnc3)o2)c1 returned NCF1 inh 0, NPY Y1 blocker 9, S1P4 agonist 0.5, S1P4 antagonist -11, NPY1 pot ag 0, NPY-Y2 PAM-ag 2, Ba/F3 V617F tox 0, CHOP inhibitor 0 and BaF3 parental 4.
`Cc1nc2scc(-c3ccccc3)c2c(=O)n1N=C1C=CC(=O)C=C1` gave NCF1 inh 12, NPY Y1 blocker -4, S1P4 agonist -0.9, S1P4 antagonist 21, NPY1 pot ag 10, NPY-Y2 PAM-ag 9, Ba/F3 V617F tox 49*, CHOP inhibitor 110* and BaF3 parental -10.
For CCC(C)/C(C)=N/Nc1ccc(S(N)(=O)=O)cc1[N+](=O)[O-] (centres undefined) the results were NCF1 inh -5, NPY Y1 blocker 7, S1P4 agonist 4.6, S1P4 antagonist 3, NPY1 pot ag -10, NPY-Y2 PAM-ag 3, Ba/F3 V617F tox 3, CHOP inhibitor 9 and BaF3 parental 5.
`O=C(/C=C/c1ccccc1)CC(=O)c1ccccc1O` gave NCF1 inh 1, NPY Y1 blocker -2, S1P4 agonist -0.2, S1P4 antagonist 1, NPY1 pot ag -6, NPY-Y2 PAM-ag 12, Ba/F3 V617F tox -1, CHOP inhibitor 5 and BaF3 parental 1.
For O=C(NC1CCCCCC1)c1ccc(S(=O)(=O)NCc2ccco2)cc1 the results were NCF1 inh 13, NPY Y1 blocker 17, S1P4 agonist 2.7, S1P4 antagonist -24, NPY1 pot ag -14, NPY-Y2 PAM-ag -11, Ba/F3 V617F tox 0, CHOP inhibitor -2 and BaF3 parental 3.
CC(=O)N1CCC(N(CCN2CCOCC2)C(=S)Nc2c(C)cccc2C)CC1 was read as NCF1 inh -8, NPY Y1 blocker 0, S1P4 agonist -0.2, S1P4 antagonist -11, NPY1 pot ag -8, NPY-Y2 PAM-ag 6, Ba/F3 V617F tox 0, CHOP inhibitor 14 and BaF3 parental 3.
`CCC(C)(C)NC(=O)c1ccc(S(=O)(=O)N(C)c2ccccc2OC)cc1` gave NCF1 inh -16, NPY Y1 blocker 0, S1P4 agonist 2.2, S1P4 antagonist -11, NPY1 pot ag -19, NPY-Y2 PAM-ag -50, Ba/F3 V617F tox 8, CHOP inhibitor -6 and BaF3 parental 10.
For COc1ccc(-c2cc(C(F)(F)F)nc(SCCC(=O)NCc3ccco3)n2)cc1 the results were NCF1 inh -10, NPY Y1 blocker 0, S1P4 agonist -3.5, S1P4 antagonist 7, NPY1 pot ag -28, NPY-Y2 PAM-ag -2, Ba/F3 V617F tox 6, CHOP inhibitor 52 and BaF3 parental 6.
COc1ccc(NC(=O)CSc2nnc(NC(=O)CN3CCOCC3)s2)cc1 was read as NCF1 inh 5, NPY Y1 blocker 15, S1P4 agonist 0.6, S1P4 antagonist -7, NPY1 pot ag -4, NPY-Y2 PAM-ag 3, Ba/F3 V617F tox 4, CHOP inhibitor -1 and BaF3 parental 1.
Screening C=CCNC(=O)c1ccccc1Cl returned NCF1 inh 2, NPY Y1 blocker -4, S1P4 agonist 1.9, S1P4 antagonist -8, NPY1 pot ag -3, NPY-Y2 PAM-ag 8, Ba/F3 V617F tox -2, CHOP inhibitor 16 and BaF3 parental 5.
O=C1Nc2ccc(S(=O)(=O)N3CCCC3)c3ccc(S(=O)(=O)N4CCCC4)c1c23 was read as NCF1 inh -5, NPY Y1 blocker -1, S1P4 agonist 0.5, S1P4 antagonist 5, NPY1 pot ag 15, NPY-Y2 PAM-ag 12, Ba/F3 V617F tox -3, CHOP inhibitor 19 and BaF3 parental -2.
`CC(=O)c1ccc(NC(=O)CSc2nnc(Cn3c(=O)sc4ccccc43)n2C)cc1` gave NCF1 inh -7, NPY Y1 blocker -7, S1P4 agonist 0.1, S1P4 antagonist -14, NPY1 pot ag 16, NPY-Y2 PAM-ag 12, Ba/F3 V617F tox 0, CHOP inhibitor 34 and BaF3 parental 2.
CN1C(=O)Cn2c1nc1ccccc12 was read as NCF1 inh -5, NPY Y1 blocker -2, S1P4 agonist -1.3, S1P4 antagonist -2, NPY1 pot ag -1, NPY-Y2 PAM-ag -3, Ba/F3 V617F tox 5, CHOP inhibitor 23 and BaF3 parental 6.
Screening CC(Oc1ccccc1F)C(=O)NCCN1CCCCC1 (centres undefined) returned NCF1 inh -24, NPY Y1 blocker -1, S1P4 agonist 1.5, S1P4 antagonist 8, NPY1 pot ag -12, NPY-Y2 PAM-ag -3, Ba/F3 V617F tox -2, CHOP inhibitor 74* and BaF3 parental 5.
`O=C1[C@@H]2C(c3cccnc3)=NO[C@@H]2C(=O)N1c1ccc2ccccc2c1` gave NCF1 inh -10, S1P4 agonist 3.2, S1P4 antagonist -9, NPY1 pot ag 14, NPY-Y2 PAM-ag -3, Ba/F3 V617F tox -3, CHOP inhibitor -8 and BaF3 parental 4.
O=C(CSCc1ccc(F)cc1)Nc1ccccc1C(=O)N1CCOCC1 was read as NCF1 inh 10, NPY Y1 blocker -2, S1P4 agonist 1.9, S1P4 antagonist -16, NPY1 pot ag 10, NPY-Y2 PAM-ag 2, Ba/F3 V617F tox -1, CHOP inhibitor -19 and BaF3 parental 5.
`CCOC(=O)C1CN(S(=O)(=O)c2cccc(C(F)(F)F)c2)c2cc(CC(=O)OC)ccc2O1` (centres undefined) gave NCF1 inh -12, NPY Y1 blocker 10, S1P4 agonist -0.7, S1P4 antagonist -5, NPY1 pot ag 6, NPY-Y2 PAM-ag 1, Ba/F3 V617F tox -2, CHOP inhibitor 25 and BaF3 parental 4.
Screening CCCCN(CC(=O)NCCOC)C(=O)Cn1nnc2ccccc21 returned NCF1 inh -2, NPY Y1 blocker 1, S1P4 agonist 5.2, S1P4 antagonist -6, NPY1 pot ag 7, NPY-Y2 PAM-ag -15, Ba/F3 V617F tox -1, CHOP inhibitor 15 and BaF3 parental 8.
C=CCn1c(C)c(C(C)=O)c(N2CCN(c3ccccc3)CC2)nc1=S was read as NCF1 inh -12, NPY Y1 blocker -3, S1P4 agonist 0.4, S1P4 antagonist -13, NPY1 pot ag 0, NPY-Y2 PAM-ag -13, Ba/F3 V617F tox 2, CHOP inhibitor -7 and BaF3 parental 8.
`Cn1c(NC(=O)c2cccc(C(F)(F)F)c2)cc(=O)n(C)c1=O` gave NCF1 inh -12, NPY Y1 blocker 1, S1P4 agonist -1.8, S1P4 antagonist -7, NPY1 pot ag -3, NPY-Y2 PAM-ag -8, Ba/F3 V617F tox 3, CHOP inhibitor 9 and BaF3 parental 12.
For Cc1ccccc1-n1c(=O)c2ccccc2n(CC(=O)NCc2ccco2)c1=O the results were NCF1 inh -4, NPY Y1 blocker 1, S1P4 agonist 0.7, S1P4 antagonist -9, NPY1 pot ag -2, NPY-Y2 PAM-ag 6, Ba/F3 V617F tox 2, CHOP inhibitor 12 and BaF3 parental 8.
CCOC(=O)C1=C(N)OC2=C(C(=O)CC(C)(C)C2)C1c1cccs1 (centres undefined) was read as NCF1 inh 1, NPY Y1 blocker -2, S1P4 agonist -1.0, S1P4 antagonist -8, NPY1 pot ag -24, NPY-Y2 PAM-ag -16, Ba/F3 V617F tox -1, CHOP inhibitor -13 and BaF3 parental 4.
`Nc1cc(=O)[nH]c(SCC(=O)Nc2nnc(-c3ccccc3)s2)n1` gave NCF1 inh -3, NPY Y1 blocker 3, S1P4 agonist 1.8, S1P4 antagonist -1, NPY1 pot ag 11, NPY-Y2 PAM-ag 2, Ba/F3 V617F tox -1, CHOP inhibitor 2 and BaF3 parental -1.
`CC(=O)Nc1sc2c(c1CN1CCN(c3ccccn3)CC1)CCCC2` gave NCF1 inh 10, NPY Y1 blocker 10, S1P4 agonist -0.8, S1P4 antagonist -17, NPY1 pot ag -10, NPY-Y2 PAM-ag 12, Ba/F3 V617F tox -5, CHOP inhibitor -2 and BaF3 parental 0.
Screening O=C(/C=C/c1ccco1)N1CCN(C/C=C/c2ccccc2)CC1 returned NCF1 inh -8, NPY Y1 blocker 0, S1P4 agonist -0.5, S1P4 antagonist -17, NPY1 pot ag -34, NPY-Y2 PAM-ag 9, Ba/F3 V617F tox 0, CHOP inhibitor -9 and BaF3 parental 8.
Screening Nc1ncn(C23CC4CC(CC(C4)C2)C3)n1 returned NCF1 inh 3, NPY Y1 blocker 0, S1P4 agonist -0.9, S1P4 antagonist 4, NPY1 pot ag 17, NPY-Y2 PAM-ag 6, Ba/F3 V617F tox -5, CHOP inhibitor 12 and BaF3 parental -4.
For Cc1ccc(C)c(Cn2c(C(=O)OC(C)C)cc3c2ccn3C)c1 the results were NCF1 inh -27, NPY Y1 blocker 4, S1P4 agonist 0.2, S1P4 antagonist -3, NPY1 pot ag -1, NPY-Y2 PAM-ag -9, Ba/F3 V617F tox 5, CHOP inhibitor 73* and BaF3 parental 2.
Cc1nn(C)cc1C(C(=O)NC1CCCCC1)N(C(=O)Cc1cccs1)c1ccc(C(C)C)cc1 (centres undefined) was read as NCF1 inh -15, NPY Y1 blocker 6, S1P4 agonist -0.7, S1P4 antagonist -11, NPY1 pot ag -3, NPY-Y2 PAM-ag -3, Ba/F3 V617F tox 2, CHOP inhibitor 15 and BaF3 parental 4.
Screening CC(=O)CCS(=O)(=O)c1ccc(Oc2ccc(S(=O)(=O)CCC(C)=O)cc2)cc1 returned NCF1 inh -1, NPY Y1 blocker 1, S1P4 agonist -1.9, S1P4 antagonist 3, NPY1 pot ag 5, NPY-Y2 PAM-ag -2, Ba/F3 V617F tox 5, CHOP inhibitor 46 and BaF3 parental 3.
CCOC(=O)c1c(NC(=O)C2C3C=CC(CC3)C2C(=O)O)sc(C)c1C (centres undefined) was read as NCF1 inh -15, NPY Y1 blocker 2, S1P4 agonist 0.1, S1P4 antagonist -10, NPY1 pot ag 18, NPY-Y2 PAM-ag 14, Ba/F3 V617F tox -3, CHOP inhibitor -13 and BaF3 parental 5.
For Cc1ccc(N(CC(=O)Nc2ccccc2-c2ccccc2)S(=O)(=O)c2ccccc2)cc1 the results were NCF1 inh -18, NPY Y1 blocker 11, S1P4 agonist 2.8, S1P4 antagonist -14, NPY1 pot ag -41, NPY-Y2 PAM-ag -34, Ba/F3 V617F tox 3, CHOP inhibitor 26 and BaF3 parental 8.
For CCOC(=O)C(Sc1cc(C)nc(N)n1)C(C)=O (centres undefined) the results were NCF1 inh -2, NPY Y1 blocker 3, S1P4 agonist -1.7, S1P4 antagonist -1, NPY1 pot ag -25, NPY-Y2 PAM-ag 8, Ba/F3 V617F tox -1, CHOP inhibitor -9 and BaF3 parental 5.
For Cn1c(CNc2nc3ccccc3n2CCN2CCCCC2)nc2ccccc21 the results were NCF1 inh -8, NPY Y1 blocker 7, S1P4 agonist -1.4, S1P4 antagonist -6, NPY1 pot ag -44, NPY-Y2 PAM-ag -16, Ba/F3 V617F tox 2, CHOP inhibitor -26 and BaF3 parental 3.

An unsorted share of the library, and some 7.1% of all compounds hit somewhere here.
